mABHD4 FP: ABHD4 inhibitors, primary screen, biochemical, fluorescence polarization, mouse; inhibition, % at 8.92 µM; (Lyso)-N-acylphosphatidylethanolamine lipase (Mus musculus), Q8VD66; purified mABHD4, FP-Rh probe fluorescence polarization; 0.54% of 370,000 active;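 active = inhibition exceeding the mean over every tested compound plus 3 SD, cut at about 30% in these data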;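 note: 0% = plate median of compound wells and 100% = S159A mutant with DMSO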
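assay system = mABHD4 protein | compound dosing = single nominal dose of 8.92 µM, 0.89% DMSO final | read-out basis = percent inhibition of probe binding, normalized to plate controls | schedule = Enzyme–compound pre-incubation 45 min, then probe 60 min, both 25 °C | detection = fluorescence polarization, excitation 525 nm, emission 598 nm, BODIPY TMR filters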
TCR-CD3 inh: inhibitors of human TCR-CD3 interaction, primary screen, biochemical, fluorescence, TAMRA-labeled TCR probe; inhibition, % at 9.4 µM; 0.37% of 360,000 active; T-cell receptor (TCR); in the data active = inhibition above about 19%;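 note: recombinant mutant TCR 2C K166C tagged with TAMRA read by polarization; 0% = receptor in buffer alone and 100% = receptor with positive control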
UHRF1 binding: UHRF1 methylated DNA binding inhibitors, primary screen, counter-screen for MBD2 inhibitor project, biochemical, TR-FRET, human UHRF1, single concentration; 0.75% of 370,000 active; UHRF1 binding to methylated oligo; AID 687016, 2013; inhibition, % at 4.4 µM; in the data active = inhibition above about 21%;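 note: UHRF1 SRA domain binding a hemimethylated CpG hairpin DNA probe; 0% = median of test compound wells and 100% = reference inhibitor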
HTRA1 inh: HTRA1 serine protease inhibitors, primary screen, biochemical, fluorescence polarization, HTS; Q92743; recombinant HTRA1, FP-rhodamine activity-based probe; inhibition, % at 5.96 µM; 0.5% of 340,000 active; AID 504803, 2011; in the data active = inhibition above about 36%;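 note: 0% = enzyme with DMSO and 100% = wells lacking enzyme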
LEDGF integ inh: blockers of LEDGF/p75-dependent integrase strand transfer – biochemical, TR-FRET, high throughput, primary screen | inhibition, % at 3.7 µM | TR-FRET IN-LEDGF/p75 DNA integration, Eu/Cy5 | 0.64% of 370,000 active | HIV-1 integrase (with human LEDGF/p75);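 active = inhibition above the screen-wide mean plus 3 SD, cut at about 13% in these data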;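 note: signal is the Cy5 over europium emission ratio at 671 and 618 nm; 0% = plate median of compound wells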
rCAG binder: binders of r(CAG) RNA repeats, primary screen, biochemical, fluorescence; AID 651821, 2012; r(CAG) RNA repeat, TO-PRO-1 dye displacement fluorescence; 1.3% of 370,000 active; inhibition, % at 3 µM;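 active = inhibition above the plate cutoff, the mean of all test compounds on that plate plus 3 SD, cut at about 35% in these data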;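 note: 0% = DMSO alone and 100% = 100 µM mitoxantrone as full dye displacement; higher means more dye released from RNA so lower well fluorescence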
MBD2 DNA inh: inhibitors of MBD2 binding to methylated DNA, primary screen, biochemical, TR-FRET, DNA-binding domain, human. Methyl-CpG-binding domain protein 2 (Homo sapiens), Q9UBB5. MBD2 binding to methylated oligonucleotide. inhibition, % at 4.4 µM. 0.31% of 370,000 active; in the data active = inhibition above about 13%
Target sequence (Q9UBB5 whole entry, looked up, the tested form may be a part): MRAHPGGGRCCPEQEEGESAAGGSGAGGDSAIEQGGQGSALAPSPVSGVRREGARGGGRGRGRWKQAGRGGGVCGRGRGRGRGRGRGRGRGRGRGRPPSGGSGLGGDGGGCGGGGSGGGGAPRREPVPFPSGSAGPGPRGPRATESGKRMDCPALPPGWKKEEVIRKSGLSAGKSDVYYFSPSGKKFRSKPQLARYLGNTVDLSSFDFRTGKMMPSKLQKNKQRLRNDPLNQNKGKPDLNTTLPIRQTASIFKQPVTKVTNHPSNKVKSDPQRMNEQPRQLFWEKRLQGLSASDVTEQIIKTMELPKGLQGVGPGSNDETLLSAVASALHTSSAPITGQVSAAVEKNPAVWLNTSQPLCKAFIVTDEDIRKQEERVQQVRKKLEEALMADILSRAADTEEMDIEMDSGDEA
NR1D1 modulator: modulators of Rev-erb alpha DNA binding, primary screen, biochemical, FITC-DNA, fluorescence polarization, uHTS; activity, % at 10 µM; Rev-erbα–FITC-DNA binding, 90 min; 0.79% of 370,000 active; Nuclear receptor subfamily 1 group D member 1 (Homo sapiens), P20393;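 active = activity above about 14%, limit read from the data; passing the limit was not always enough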;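 note: 0% = DMSO wells with 35 nM protein and 100% = DMSO wells with 750 nM protein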
PRMT1 FP inh: PRMT1 methyltransferase inhibitors, primary screen, biochemical, fluorescence polarization | inhibition, % at 2.79 µM | 1.3% of 370,000 active | recombinant PRMT1, activity-based probe fluorescence polarization | Protein arginine N-methyltransferase 1 (Homo sapiens), Q99873;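 active = inhibition above about 21% made by adding two undisclosed values, limit read from the data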
Target sequence (Q99873 whole entry, looked up): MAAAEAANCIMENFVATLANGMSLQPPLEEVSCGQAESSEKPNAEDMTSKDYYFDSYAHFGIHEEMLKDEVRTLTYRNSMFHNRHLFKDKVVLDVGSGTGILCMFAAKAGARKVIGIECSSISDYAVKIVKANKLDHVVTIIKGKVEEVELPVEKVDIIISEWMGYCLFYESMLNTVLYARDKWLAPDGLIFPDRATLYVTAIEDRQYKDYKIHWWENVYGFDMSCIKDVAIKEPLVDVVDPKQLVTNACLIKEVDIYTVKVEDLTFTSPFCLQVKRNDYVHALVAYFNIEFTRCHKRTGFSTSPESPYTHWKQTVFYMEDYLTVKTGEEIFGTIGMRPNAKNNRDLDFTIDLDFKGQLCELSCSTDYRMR
PG9 binder: binders of HIV-1 gp120 antibody PG9, primary screen, biochemical, TR-FRET. HIV-1 gp120 / PG9 antibody interaction. TR-FRET gp120-PG9 antibody binding. inhibition, % at 6.7 µM. 0.43% of 360,000 active; in the data active = inhibition above about 8.5%
The depositor's hits bear a star; x = not tested or not shown.

Short keys – A = mABHD4 FP; B = TCR-CD3 inh; C = UHRF1 binding; D = HTRA1 inh; E = LEDGF integ inh; F = rCAG binder; G = MBD2 DNA inh; H = NR1D1 modulator; I = PRMT1 FP inh; J = PG9 binder
SMILES: CCOc1ccccc1-c1nc(CN2CCCC2c2nccs2)c(C)o1 (stereo not given)
  A: 1 | B: -1 | C: -1 | D: -13 | E: -1 | F: -1 | G: 0 | H: 1 | I: 2 | J: -0.6
SMILES: COc1ccc(CNC(=O)C(=O)NCC2OCCN2C(=O)c2ccc(OC)cc2)cc1 (stereo not given)
  A: -3 | B: -13 | C: -3 | D: -10 | E: -1 | F: 2 | G: -2 | H: 4 | I: -4 | J: -0.3
SMILES: Cc1ccc(-c2nn(-c3ccccc3)cc2/C=C2\SC(=S)N(CC(=O)O)C2=O)cc1
  A: 0 | B: -4 | C: -2 | D: -23 | E: -4 | F: 18 | G: 2 | H: -3 | I: 19 | J: 1.3
SMILES: O=C(O)c1cccc(Oc2ccccc2[N+](=O)[O-])c1
  A: -10 | B: -3 | C: 3 | D: -3 | E: 0 | F: 3 | G: -1 | H: 1 | I: 0 | J: -1.1
SMILES: O=C(NCCCN1CCOCC1)c1ccc2c(=O)n(Cc3ccccc3)c(=S)[nH]c2c1
  A: -12 | B: -3 | C: -2 | D: 2 | E: -1 | F: 2 | G: 0 | H: -6 | I: 0 | J: -1.0
SMILES: CCOC(=O)C1=C(O)/C(=C/c2ccc(OCC(=O)O)c(OCC)c2)SC1=Nc1ccc(C)cc1
  A: -26 | B: -1 | C: 2 | D: -24 | E: -3 | F: 45* | G: -1 | H: -3 | I: 3 | J: -0.5
SMILES: CS(=O)(=O)N1CCN=C1SCc1ccccc1
  A: 5 | B: 8 | C: -1 | D: 10 | E: 2 | F: 0 | G: -1 | H: 0 | I: 0 | J: -2.5
SMILES: Cc1cc(C)nc(NN=C(c2ccccc2)c2ccccc2)n1
  A: -5 | B: -5 | C: 2 | D: 3 | E: -3 | F: -4 | G: -1 | H: -3 | I: -2 | J: 0.1
SMILES: CCCCn1c(N)c(N(CCC(C)C)C(=O)CSc2nc3ccccc3n2C)c(=O)[nH]c1=O
  A: 3 | B: -6 | C: 1 | D: -4 | E: -6 | F: 0 | G: 4 | H: 4 | I: 27* | J: 0.3
SMILES: O=C(Nc1ccc(F)cc1)Nc1ccc(S(=O)(=O)N2CCCC2)cc1
  A: -32 | B: 0 | C: 4 | D: -19 | E: 0 | F: 8 | G: -6 | H: -2 | I: 1 | J: 0.6

The list continues.
Short keys – A = mABHD4 FP; B = TCR-CD3 inh; C = UHRF1 binding; D = HTRA1 inh; E = LEDGF integ inh; F = rCAG binder; G = MBD2 DNA inh; H = NR1D1 modulator; I = PRMT1 FP inh; J = PG9 binder
SMILES: CC1CCN(C(=O)CSc2nc3ccccc3c(=O)[nH]2)CC1
  A: 7 | B: -10 | C: 1 | D: 7 | E: -3 | F: -3 | G: 3 | H: 1 | I: 1 | J: 0.8
SMILES: CC(O)(c1ccccc1)C(C(c1ccccc1)N1CCOCC1)N1CCOCC1 (stereo not given)
  A: 1 | B: 5 | C: 0 | D: 2 | E: -2 | F: -1 | G: -1 | H: 6 | I: -1 | J: -1.5
SMILES: Cc1cccc(N/C=C/C(=O)c2cccs2)c1C
  A: 5 | B: -2 | C: 1 | D: -22 | E: 0 | F: 0 | G: -2 | H: -2 | I: 1 | J: -1.9
SMILES: CCOC(=O)c1[nH]c2ccc(OC)cc2c1NC(=O)/C=C/c1ccc2c(c1)OCO2
  A: 2 | B: 3 | C: -4 | D: 3 | E: 0 | F: 3 | G: -5 | H: -2 | I: 0 | J: -2.6
SMILES: COc1ccc(C(CC(=O)c2ccccc2)S(=O)(=O)c2ccc(C)cc2)cc1 (stereo not given)
  A: -1 | B: -1 | C: 4 | D: 4 | E: -2 | F: -1 | G: 9 | H: 0 | I: 6 | J: 3.4
SMILES: Cc1cccc(NC(=O)c2ccc(COc3ccccc3)o2)n1
  A: -4 | B: -4 | C: 0 | D: -3 | E: 0 | F: -8 | G: 2 | H: 0 | I: 1 | J: -1.4
SMILES: CC(=O)Nc1ccc(NC(=O)C(C)Sc2nc3ccccc3c(=O)n2Cc2ccco2)cc1 (stereo not given)
  A: -2 | B: -1 | C: 2 | D: -7 | E: 4 | F: 1 | G: 1 | H: -4 | I: 0 | J: -0.2
SMILES: O=C(CC12CC3CC(CC(C3)C1)C2)Nc1ccc(C(=O)O)cc1
  A: -9 | B: 0 | C: 1 | D: 3 | E: -2 | F: 0 | G: 2 | H: 3 | I: 3 | J: 1.3
SMILES: NC(=O)c1ccccc1NC(=O)/C=C/c1c(Cl)cccc1Cl
  A: -1 | B: 4 | C: 1 | D: -22 | E: 1 | F: 6 | G: 1 | H: -6 | I: 0 | J: -3.2
SMILES: COc1cc(OC)c(C2C(C#N)=C(N)Oc3cc(C)n(CCCN4CCOCC4)c(=O)c32)cc1OC (stereo not given)
  A: -2 | B: -3 | C: -2 | D: 4 | E: -2 | F: -6 | G: 1 | H: 2 | I: -3 | J: 1.7

In a second layout: results already given
Below each compound – mABHD4 FP, TCR-CD3 inh, UHRF1 binding, HTRA1 inh, LEDGF integ inh, rCAG binder, MBD2 DNA inh, NR1D1 modulator, PRMT1 FP inh, PG9 binder
> O=C(CC12CC3CC(CC(C3)C1)C2)Nc1ccc(C(=O)O)cc1
  -9, 0, 1, 3, -2, 0, 2, 3, 3, 1.3
> NC(=O)c1ccccc1NC(=O)/C=C/c1c(Cl)cccc1Cl
  -1, 4, 1, -22, 1, 6, 1, -6, 0, -3.2

A run of entries taken from the entries so far:
Short keys – A = mABHD4 FP; B = TCR-CD3 inh; C = UHRF1 binding; D = HTRA1 inh; E = LEDGF integ inh; F = rCAG binder; G = MBD2 DNA inh; H = NR1D1 modulator; I = PRMT1 FP inh; J = PG9 binder
SMILES: Cc1cccc(N/C=C/C(=O)c2cccs2)c1C
  A: 5 | B: -2 | C: 1 | D: -22 | E: 0 | F: 0 | G: -2 | H: -2 | I: 1 | J: -1.9
SMILES: CCOC(=O)c1[nH]c2ccc(OC)cc2c1NC(=O)/C=C/c1ccc2c(c1)OCO2
  A: 2 | B: 3 | C: -4 | D: 3 | E: 0 | F: 3 | G: -5 | H: -2 | I: 0 | J: -2.6
SMILES: COc1ccc(C(CC(=O)c2ccccc2)S(=O)(=O)c2ccc(C)cc2)cc1 (stereo not given)
  A: -1 | B: -1 | C: 4 | D: 4 | E: -2 | F: -1 | G: 9 | H: 0 | I: 6 | J: 3.4
SMILES: Cc1cccc(NC(=O)c2ccc(COc3ccccc3)o2)n1
  A: -4 | B: -4 | C: 0 | D: -3 | E: 0 | F: -8 | G: 2 | H: 0 | I: 1 | J: -1.4
SMILES: CC(=O)Nc1ccc(NC(=O)C(C)Sc2nc3ccccc3c(=O)n2Cc2ccco2)cc1 (stereo not given)
  A: -2 | B: -1 | C: 2 | D: -7 | E: 4 | F: 1 | G: 1 | H: -4 | I: 0 | J: -0.2
SMILES: O=C(CC12CC3CC(CC(C3)C1)C2)Nc1ccc(C(=O)O)cc1
  A: -9 | B: 0 | C: 1 | D: 3 | E: -2 | F: 0 | G: 2 | H: 3 | I: 3 | J: 1.3
SMILES: NC(=O)c1ccccc1NC(=O)/C=C/c1c(Cl)cccc1Cl
  A: -1 | B: 4 | C: 1 | D: -22 | E: 1 | F: 6 | G: 1 | H: -6 | I: 0 | J: -3.2
SMILES: COc1cc(OC)c(C2C(C#N)=C(N)Oc3cc(C)n(CCCN4CCOCC4)c(=O)c32)cc1OC (stereo not given)
  A: -2 | B: -3 | C: -2 | D: 4 | E: -2 | F: -6 | G: 1 | H: 2 | I: -3 | J: 1.7

Later entries.
Short keys – A = mABHD4 FP; B = TCR-CD3 inh; C = UHRF1 binding; D = HTRA1 inh; E = LEDGF integ inh; F = rCAG binder; G = MBD2 DNA inh; H = NR1D1 modulator; I = PRMT1 FP inh; J = PG9 binder
SMILES: Cc1cc(S(=O)(=O)Nc2ccc(C(=O)NCC(c3ccco3)N(C)C)cc2)ccc1F (stereo not given)
  A: -5 | B: 0 | C: -1 | D: 0 | E: 2 | F: 4 | G: -7 | H: -1 | I: -3 | J: -2.5
SMILES: Cc1ccc(N2CCN(S(=O)(=O)c3c(C)nc4sccn4c3=O)CC2C)cc1 (stereo not given)
  A: 2 | B: -3 | C: -1 | D: x | E: -6 | F: 3 | G: -4 | H: 7 | I: 4 | J: -0.2
SMILES: Cc1c(Cl)cccc1-n1c(SCC(=O)NCc2ccccc2Cl)nnc1-c1ccncc1
  A: -9 | B: -4 | C: 7 | D: -5 | E: 6 | F: -4 | G: 5 | H: -3 | I: -3 | J: -1.0
SMILES: Cc1cc(NC(=O)CCC(=O)N(c2ccccc2)C(C(=O)NC2CCCC2)c2ccc(F)cc2)no1 (stereo not given)
  A: -4 | B: 2 | C: -1 | D: 1 | E: 1 | F: 0 | G: 0 | H: -6 | I: -4 | J: -0.4
SMILES: COc1ccc(-c2csc(-c3cccs3)n2)cc1OC
  A: -1 | B: 0 | C: 0 | D: -12 | E: 6 | F: 2 | G: 0 | H: 3 | I: -6 | J: -0.2

Screening data as filed in PubChem BioAssay.

Some of the compounds tested. The share of hits here may be higher or lower than overall.
